# Bioassay records from PubChem BioAssay.
# SRC3 inh – inhibits human SRC3 coactivator. Q9Y6Q9. HEK293 GAL4-SRC3 luciferase reporter, luminescence. inhibition, % at 3.6 µM. 0.17% of 360,000 active. AID 588352;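 active = inhibition above a per-campaign cutoff, the mean of all compounds plus 3 SD, cut at about 60% in these data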;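 note: 0% = DMSO-treated cells and 100% = gossypol-treated cells at 36 µM; higher means less SRC3-driven luciferase light from the GAL4 reporter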
# Shn3 inh set2 – Schnurri-3 reporter inhibition in Clone20 osteoblasts | Clone20 osteoblast Shn3 3'UTR firefly luciferase, 24 h | inhibition, % at 12.5 µM | 0.52% of 360,000 active;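 active = mean inhibition of at least 75% with every replicate also reaching 75%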;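 note: 0% = median of neutral control wells and 100% = pilot-screen positive control compound; some compounds past the cut are filed as inactive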
# TRAIL sens C8 – sensitizes caspase-8 expressing cells to TRAIL. NB7+C8 cells + TRAIL, ATPlite viability luminescence. inhibition (viability loss, TRAIL sensitization), % at 10 µM. 1% of 360,000 active. AID 624354;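 active = compounds causing at least 50% loss of cell viability in the single-dose screen, relative to plate controls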
# SRC1 inh – inhibitors of human steroid receptor coactivator 1 (SRC1) | Q15788 | AID 588354 | 0.12% of 360,000 active | HEK293 GAL4-SRC1 luciferase reporter, luminescence | inhibition, % at 3.6 µM;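 active = inhibition above the campaign mean plus 3 SD, with each screening campaign given its own cutoff, cut at about 60% in these data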;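 note: 0% = DMSO treated cells and 100% = gossypol at 36 µM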
# Target sequence (Q15788 whole entry, looked up, the tested form may be a part): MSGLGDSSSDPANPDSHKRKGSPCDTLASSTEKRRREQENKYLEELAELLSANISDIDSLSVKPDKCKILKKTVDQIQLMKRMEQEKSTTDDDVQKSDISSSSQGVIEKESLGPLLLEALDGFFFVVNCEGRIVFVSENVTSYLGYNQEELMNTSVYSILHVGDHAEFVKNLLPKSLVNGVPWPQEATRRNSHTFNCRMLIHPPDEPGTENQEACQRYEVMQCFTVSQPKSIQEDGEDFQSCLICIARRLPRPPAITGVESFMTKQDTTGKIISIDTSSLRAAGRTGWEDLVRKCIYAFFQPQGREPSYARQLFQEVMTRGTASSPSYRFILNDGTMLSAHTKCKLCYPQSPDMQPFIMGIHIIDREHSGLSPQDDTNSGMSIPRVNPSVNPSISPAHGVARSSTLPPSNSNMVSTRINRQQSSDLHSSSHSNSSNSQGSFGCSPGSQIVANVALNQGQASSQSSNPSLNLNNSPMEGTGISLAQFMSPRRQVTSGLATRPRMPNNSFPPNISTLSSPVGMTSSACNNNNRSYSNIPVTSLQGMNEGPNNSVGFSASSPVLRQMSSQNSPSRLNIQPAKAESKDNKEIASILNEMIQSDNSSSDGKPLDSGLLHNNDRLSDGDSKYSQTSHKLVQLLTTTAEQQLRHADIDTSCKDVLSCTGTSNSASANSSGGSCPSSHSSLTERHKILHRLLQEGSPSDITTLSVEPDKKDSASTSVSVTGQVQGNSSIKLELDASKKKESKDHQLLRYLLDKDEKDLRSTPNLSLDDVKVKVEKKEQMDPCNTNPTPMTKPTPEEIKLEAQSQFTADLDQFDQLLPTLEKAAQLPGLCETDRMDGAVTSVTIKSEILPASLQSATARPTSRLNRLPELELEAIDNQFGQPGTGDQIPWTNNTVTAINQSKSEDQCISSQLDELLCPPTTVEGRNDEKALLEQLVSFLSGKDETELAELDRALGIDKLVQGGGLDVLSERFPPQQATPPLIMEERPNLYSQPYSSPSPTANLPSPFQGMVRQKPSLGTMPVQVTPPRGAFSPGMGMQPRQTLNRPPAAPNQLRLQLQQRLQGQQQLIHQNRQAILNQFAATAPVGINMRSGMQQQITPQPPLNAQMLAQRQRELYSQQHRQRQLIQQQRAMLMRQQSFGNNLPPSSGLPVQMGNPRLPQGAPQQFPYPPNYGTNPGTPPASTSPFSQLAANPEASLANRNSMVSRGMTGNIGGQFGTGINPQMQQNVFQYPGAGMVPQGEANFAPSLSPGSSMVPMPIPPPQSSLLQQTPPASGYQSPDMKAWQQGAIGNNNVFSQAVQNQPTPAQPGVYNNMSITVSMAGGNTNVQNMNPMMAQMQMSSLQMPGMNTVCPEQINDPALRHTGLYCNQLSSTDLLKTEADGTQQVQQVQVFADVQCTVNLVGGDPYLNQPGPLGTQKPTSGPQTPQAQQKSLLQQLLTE
# CF NFkB inh – blocks PAF-induced NF-kB reporter in cystic fibrosis cells. KKLEB NF-kB-GFP reporter, GFP fluorescence overnight. inhibition, % at 5 µM. 0.86% of 360,000 active;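 active = at least 50% inhibition at 5 µM, scaled per plate between neutral and stimulator controls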;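 note: PAF is a Pseudomonas aeruginosa culture filtrate used as stimulus; plate controls were PAF-stimulated DMSO wells for no effect and unstimulated DMSO wells for full effect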
# TROY signal inh – TROY signaling inhibition | AID 1347056 | 0.98% of 360,000 active | inhibition, % at 10 µM | Q293 LMP1-TROYcd NF-kB luciferase reporter, 4 h;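 active = compounds whose plate-normalised and pattern-corrected inhibition of the luciferase reporter signal at the single screening dose is 50% or more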
# KKLEB cytotox – reduces viability of KKLEB cystic fibrosis airway cells. 0.36% of 360,000 active. activity change (cytotoxicity), % at 5 µM. KKLEB CF airway cells viability, ATPlite luminescence, overnight; hits give low values; cells stimulated with P. aeruginosa culture filtrate;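 active = corrected activity change at or below -50% at 5 µM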
# COUP-TFII inh – blocks human COUP-TFII nuclear receptor. P24468. HEK293T NGFI-A luciferase reporter, luminescence. inhibition, % at 8.6 µM. 0.7% of 370,000 active;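 active = inhibition above a per-plate cutoff, mean inhibition of test wells between control levels plus 3 SD, cut at about 38% in these data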;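 note: cells cotransfected with COUP-TFII expression vector driving the NGFI-A reporter; 0% = median of COUP-TF2 test wells and 100% = reporter-only cells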
# LMP1 NFkB inh – reduces LMP1-driven NF-kappaB luciferase signal; inhibition, % at 12.5 µM; 0.69% of 350,000 active; LMP1-induced NF-kappaB luciferase reporter cells, luminescence; in the data active = inhibition above about 41%;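 note: 0% = neutral control wells and 100% = reference inhibitor control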
# TWEAK-Fn14 inh – inhibitors of TWEAK-Fn14 interaction signaling; 2% of 360,000 active; AID 1159606; inhibition, % at 10 µM; TWEAK-stimulated Fn14 reporter cells, luciferase luminescence, 8 h; in the data active = inhibition above about 50%
# LRH-1 inv ag – inverse agonists of human LRH-1 (NR5A2); HEK293T StAR-luciferase reporter, LRH-1 transfected, 24 h; 0.13% of 360,000 active; inhibition, % at 3.6 µM; O00482;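 active = inhibition above the mean inhibition of all tested compounds plus 3 SD, cut at about 73% in these data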;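 note: 0% = DMSO wells and 100% = reporter-only cells lacking LRH-1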
# The depositor's hits bear a star; . = no result given.
SMILES,SRC3 inh,Shn3 inh set2,TRAIL sens C8,SRC1 inh,CF NFkB inh,TROY signal inh,KKLEB cytotox,COUP-TFII inh,LMP1 NFkB inh,TWEAK-Fn14 inh,LRH-1 inv ag
CN(Cc1ccccc1)C(=O)COC(=O)COc1ccc(Cl)cc1,14,1,3,-2,-2,-8,-1,6,-3,11,13
C[C@@H]1CCCCCCCCC(=O)OCCN[C@H](C)CCCCCCCCC(=O)OCCN[C@H](C)CCCCCCCCC(=O)OCCN1,-5,16,-2,2,15,15,-22,.,-4,-44,27
CCOC(=O)C1(CCCc2ccccc2)CCN(C(=O)CCn2cnnn2)CC1,15,6,-14,-21,-8,-26,1,-5,-18,-7,-12
NC(=O)C1Cc2ccccc2CN1S(=O)(=O)c1ccc(Cl)s1 (stereo unspecified),12,-12,-4,-4,-5,-4,9,8,-3,16,1
COc1ccc(C(CC(=O)O)NC(=O)COc2ccc(C)cc2)cc1OC (stereo unspecified),12,-20,-14,8,-3,10,-3,12,2,10,-12
COc1ccc2[nH]c(C(=O)NCc3ccc4c(c3)OCO4)cc2c1,0,13,4,-4,-16,-16,6,19,0,-2,-8
COc1ccc(Cn2ccnc2SCC(=O)Nc2cccc(NC(C)=O)c2)cc1,0,23,13,0,-2,9,-4,9,-4,-1,0
COC(=O)c1cn(NC(=O)Cc2ccccc2Br)c(=O)c2ccccc12,10,4,2,7,-4,-11,-8,20,-5,-21,4
O=S(=O)(c1ccccc1)N1CCC(Oc2ccc(-n3cnnn3)cc2)CC1,-6,19,7,-3,-22,10,-11,2,-8,8,8
C[C@H](CO)N1C[C@H](C)[C@@H](CN(C)Cc2cccnc2)Oc2cc(-c3cccnc3)ccc2S1(=O)=O,0,-13,-3,0,-16,-12,3,13,3,-23,-5
CCOc1ccc2oc(C(=O)NNC(=O)c3ccccc3O)c(C)c2c1,-13,-26,18,-15,35,-20,-4,-1,1,-15,-1
COc1ccc(NC(=O)CSc2nc(N)c3cc4c(nc3n2)CCCC4)cc1,-52,-24,37,-45,-1,-54,-9,-15,2,-2,-12
CC(=O)Nc1ccc(S(=O)(=O)N(Cc2ccco2)CC2CCCO2)cc1 (stereo unspecified),-4,-5,-8,-7,-1,-15,7,-15,-4,-6,-3
CCC(C)c1ccccc1N1CC(C(=O)NCCCn2nc(C)cc2C)CC1=O (stereo unspecified),-4,1,-9,-13,16,0,-11,-8,-1,10,9
COc1cccc(CNc2ccc(N3CCC(C)CC3)cc2)c1OC,7,20,16,-14,11,-15,5,1,3,12,-31
OC(Cc1cccc(Br)c1)c1ncc(-c2cccc(C(F)(F)F)c2)[nH]1 (stereo unspecified),-4,8,16,12,16,38,-11,-8,.,0,19
Cn1nc2c3cc(F)ccc3n(Cc3ccc(F)cc3)cc-2c1=O,-12,-9,-12,-4,8,-21,-1,15,-2,13,9
Cc1ccc(NCc2nnc(SCc3ccc(C#N)cc3)n2Cc2ccco2)c(C)c1,-6,53,-7,-7,9,-17,-14,-9,10,-34,-14
O=C1Nc2ccccc2O/C1=C\c1ccccc1,-38,-26,1,-29,19,-10,1,-7,-15,3,-6
CCOC(=O)c1oc2cc(OC(C)=O)ccc2c(=O)c1-c1ccc(OC)c(OC)c1,12,-25,1,-3,-5,19,6,17,1,-9,-3
CCNC(=O)C1(C)CCCN(Cc2ccc(-n3ccnc3)cc2)C1 (stereo unspecified),3,-10,-19,-8,3,4,-12,-13,.,-5,-12
O=C(O)COc1ccc2c3c(c(=O)oc2c1)CCCC3,14,-7,-1,-9,-8,-1,-4,2,-5,-19,6
O=C(Cc1ccccc1)Nc1nc2ccccc2[nH]1,-34,-10,10,-39,3,64*,-5,4,-5,39,-32
Cc1ccc(S(=O)(=O)NCc2ccc(C(=O)N3CCN(c4ccccn4)CC3)cc2)cc1,11,-23,0,-15,3,-4,7,0,4,23,12
O=C(CCl)Nc1ccc(N=Nc2ccccc2)cc1,-39,-9,27,-76,-52,-64,-14,-54,-23,-10,-31

# Some of these compounds in order of number of heavy atoms, low to high:
SMILES,SRC3 inh,Shn3 inh set2,TRAIL sens C8,SRC1 inh,CF NFkB inh,TROY signal inh,KKLEB cytotox,COUP-TFII inh,LMP1 NFkB inh,TWEAK-Fn14 inh,LRH-1 inv ag
O=C1Nc2ccccc2O/C1=C\c1ccccc1,-38,-26,1,-29,19,-10,1,-7,-15,3,-6
CCNC(=O)C1(C)CCCN(Cc2ccc(-n3ccnc3)cc2)C1 (stereo unspecified),3,-10,-19,-8,3,4,-12,-13,.,-5,-12
CC(=O)Nc1ccc(S(=O)(=O)N(Cc2ccco2)CC2CCCO2)cc1 (stereo unspecified),-4,-5,-8,-7,-1,-15,7,-15,-4,-6,-3
Cc1ccc(S(=O)(=O)NCc2ccc(C(=O)N3CCN(c4ccccn4)CC3)cc2)cc1,11,-23,0,-15,3,-4,7,0,4,23,12

# Entries listed so far with a Cl atom (three):
SMILES,SRC3 inh,Shn3 inh set2,TRAIL sens C8,SRC1 inh,CF NFkB inh,TROY signal inh,KKLEB cytotox,COUP-TFII inh,LMP1 NFkB inh,TWEAK-Fn14 inh,LRH-1 inv ag
CN(Cc1ccccc1)C(=O)COC(=O)COc1ccc(Cl)cc1,14,1,3,-2,-2,-8,-1,6,-3,11,13
NC(=O)C1Cc2ccccc2CN1S(=O)(=O)c1ccc(Cl)s1 (stereo unspecified),12,-12,-4,-4,-5,-4,9,8,-3,16,1
O=C(CCl)Nc1ccc(N=Nc2ccccc2)cc1,-39,-9,27,-76,-52,-64,-14,-54,-23,-10,-31

# An excerpt from above in order of their number in Shn3 inh set2, falling.
Molecule	Shn3 inh set2
Cc1ccc(NCc2nnc(SCc3ccc(C#N)cc3)n2Cc2ccco2)c(C)c1	53
COc1cccc(CNc2ccc(N3CCC(C)CC3)cc2)c1OC	20
CCOC(=O)C1(CCCc2ccccc2)CCN(C(=O)CCn2cnnn2)CC1	6
COC(=O)c1cn(NC(=O)Cc2ccccc2Br)c(=O)c2ccccc12	4
CN(Cc1ccccc1)C(=O)COC(=O)COc1ccc(Cl)cc1	1
COc1ccc(NC(=O)CSc2nc(N)c3cc4c(nc3n2)CCCC4)cc1	-24

# The list goes on.
SMILES,SRC3 inh,Shn3 inh set2,TRAIL sens C8,SRC1 inh,CF NFkB inh,TROY signal inh,KKLEB cytotox,COUP-TFII inh,LMP1 NFkB inh,TWEAK-Fn14 inh,LRH-1 inv ag
CC(=O)NC(Cc1ccc(C)cc1)C(=O)NC1CCN(S(=O)(=O)c2ccccc2)CC1 (stereo unspecified),-6,-11,3,-65,25,23,-10,1,-5,26,5
NC(CO)c1csc(Nc2ccc(C(=O)c3ccccc3)cc2)n1 (stereo unspecified),0,-11,-8,-16,14,-6,-11,-4,.,-1,11
COc1ccc(-c2nc(-c3cccs3)c(-c3cccs3)[nH]2)cc1OC,5,-1,-2,8,-12,-14,-6,2,-10,-9,12
Cc1nnc(SCC(=O)N2CCN(S(=O)(=O)c3ccccc3)CC2)n1Cc1ccccc1,-13,6,-10,10,2,-3,3,12,1,-6,7
Cc1cccc(N(C(=O)Cn2nnc(-c3ccc(F)cc3)n2)C(C(=O)NC(C)(C)C)c2ccncc2)c1 (stereo unspecified),15,6,-1,-7,1,10,-8,2,-17,16,-2
CCCCn1c(-c2ccsc2)nc2c1c(=O)[nH]c(=O)n2CCC,20,3,-3,-7,-9,13,-19,10,11,12,8
CCCCNc1nc(=S)n(-c2ccccc2)c(C)c1C(C)=O,25,-9,12,-16,7,4,2,2,7,11,-21
COC(=O)CCCCCC(CCC(=O)OC)NC(C)=O (stereo unspecified),17,6,-10,10,13,3,6,5,3,19,-2
CC(C)CNS(=O)(=O)c1ccc2c(c1)OCCO2,3,11,-11,6,1,5,7,22,5,7,5
CC(C)n1c(C(F)(F)F)nc2cc(C(=O)N3CCOCC3)ccc21,-3,13,3,13,13,2,-15,-6,4,3,8
O=C(CCCC(=O)OCC(Cl)=C(Cl)Cl)Nc1cccc(F)c1,8,-12,4,-5,9,-7,11,-11,1,3,-9
CCOc1ccc(S(=O)(=O)N2CCCC(C(=O)N3CCCC3)C2)cc1 (stereo unspecified),28,8,4,1,-32,-4,2,8,-10,-7,-7
CCc1ccc(N2C(=O)C3CCCN3C2=S)cc1 (stereo unspecified),-13,11,13,-6,10,-13,6,-13,-5,9,2
N#CC1=C(N)Oc2cc(O)c(Cl)cc2C1c1cccnc1 (stereo unspecified),-9,4,4,-7,-2,-17,1,-10,2,-7,6
Cn1c(C(=O)N2CCC(C(=O)NCc3ccccc3)CC2)cc2sccc21,-51,18,-4,9,0,-4,6,18,5,-7,-4
CC(C)(C)C1CCc2c(C(=O)N/N=C/c3cccs3)csc2C1 (stereo unspecified),-28,-29,-2,-21,-4,-45,-4,5,-61,-15,-2
CN1C(=O)C(c2nnc(Nc3cccc4ccccc34)s2)C2CC1(C)Oc1ccccc12 (stereo unspecified),16,6,-13,1,15,23,-11,-8,2,33,-18
COc1ccc(C(C)NC(=O)Cc2cccs2)cc1OC (stereo unspecified),0,12,-1,-13,-9,-1,9,10,0,-13,2
CCOC(=O)/C(C#N)=C1\C=CN(C)C(C)=N1,8,6,-15,-8,14,-3,-5,8,-1,4,20
Brc1ccc(CNCCCSc2ncccn2)cc1,-19,0,11,-10,14,5,2,-12,18,-19,20
O=C(NCCC1=CCCCC1)c1cnc2n(c1=O)CCS2,-58,-66,3,-62,-10,-36,-21,-38,-1,-5,-64
CCOC(=O)c1ccc(S(=O)(=O)Nc2cc(S(=O)(=O)N3CCOCC3)ccc2O)cc1,7,-5,-18,-2,-7,-5,15,2,-3,-7,2
N/C(COc1ccc(Cl)cc1)=N\NS(=O)(=O)c1ccccc1,-5,-8,8,-7,4,-8,-4,-13,0,-5,-10
COc1ccc(C(=O)Nn2c(CCC(=O)O)ccc2-c2ccc(C)cc2)cc1OC,-2,18,-2,2,-6,-1,8,11,-5,-33,-2
Cc1csc(CN(C)C(=O)CC2C(=O)NCCN2Cc2ccc(F)c(F)c2)n1 (stereo unspecified),6,5,-2,-2,9,-17,-2,-8,-3,6,7
CC(C)Nc1nc(-c2ccccc2CO)c2sccc2n1,-26,-9,36,-1,-11,2,-22,20,.,-31,-8
O=C(OCc1c(F)cccc1Cl)c1cccc(S(=O)(=O)N2CCOCC2)c1,-2,7,10,-1,6,1,-5,-5,-10,-5,1

# Not all compounds are listed; count on the stated rates, not on these rows.
